Assay outcomes as filed in PubChem BioAssay.
Cneo AK release = causes C. neoformans cell lysis | adenylate kinase release luminescence, 4 h; normalised: neutral wells 0, clomiphene wells 100 | lysis activity, % at 15 µM | 360,000 tested, 0.2% active | AID 651654;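 active means mean lysis activity across replicates of at least 80%, whatever share of replicates individually reach that level; inactive means mean lysis activity below 80%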
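Test system: log-phase Cryptococcus neoformans yeast cells; Quantity: yeast cell density of 5 × 10^6 cells/mL; Buffer or medium: YPD; Doses: single compound concentration per well; Timing: 4 h at 37 °C static, read 1 h later; Measured by: AK luminescence; Read-out basis: lysis from increased AK signal; Control set: Clomiphene as positive control.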
ERp5 block = blocks human ERp5 reductase activity on insulin; ERp5 insulin aggregation, absorbance 650 nm, 90 min; inhibition, % at 9.99 µM; 350,000 tested, 0.05% active; AID 651711;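 active means mean replicate inhibition above about 25%, with every replicate also reaching it, limit read from the data, passing the limit was not always enough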
Target sequence (Q15084 whole entry, looked up): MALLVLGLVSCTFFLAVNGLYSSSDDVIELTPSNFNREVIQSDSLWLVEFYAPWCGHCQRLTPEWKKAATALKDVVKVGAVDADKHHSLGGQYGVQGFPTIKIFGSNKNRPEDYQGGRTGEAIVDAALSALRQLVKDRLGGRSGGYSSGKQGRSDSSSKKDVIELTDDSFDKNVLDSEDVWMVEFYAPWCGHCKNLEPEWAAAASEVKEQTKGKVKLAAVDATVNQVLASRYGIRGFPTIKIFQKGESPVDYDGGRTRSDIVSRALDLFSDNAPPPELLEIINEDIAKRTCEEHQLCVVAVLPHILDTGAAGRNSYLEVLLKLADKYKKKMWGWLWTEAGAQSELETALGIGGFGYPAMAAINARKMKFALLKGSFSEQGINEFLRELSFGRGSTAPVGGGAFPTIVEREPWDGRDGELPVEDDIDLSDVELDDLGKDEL
ARNT-TACC3 inh = disrupts binding between human ARNT and TACC3; AlphaScreen His-ARNT PAS-B/GST-TACC3 binding, luminescence; TACC3 fragment carries E629A point mutation; 390,000 tested, 0.66% active; inhibition, % at 9.99 µM; Q9Y6A5;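 active means mean inhibition of replicates at least 50% and at least half of replicates each reaching 50%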;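 further: 0% = complete ARNT plus TACC3 wells and 100% = ARNT alone without TACC3; many hits fall short of the cut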
Statin myotox sup = suppression of simvastatin myotoxicity | AID 602340 | rescue of ATP level, % at 7.49 µM | C2C12 myotubes + simvastatin, ATP luminescence, 48 h; scaled: DMSO 0, geranylgeraniol control 100 | 330,000 tested, 0.78% active;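 active means mean ATP rescue above about 67%, or every replicate alone reaching that limit, limit read from the data, passing the limit was not always enough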;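 further: myotubes were challenged with 10 µM simvastatin during compound exposure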
SIRT5 block = sirtuin-5 (human) deacylase inhibition | Q9NXA8 | Purified SirT5, succinyl-peptide AMC, trypsin-coupled fluorescence | inhibition, % at 15 µM | 330,000 tested, 1.1% active; in the data active means inhibition above about 15%
Target sequence (Q9NXA8 whole entry, looked up): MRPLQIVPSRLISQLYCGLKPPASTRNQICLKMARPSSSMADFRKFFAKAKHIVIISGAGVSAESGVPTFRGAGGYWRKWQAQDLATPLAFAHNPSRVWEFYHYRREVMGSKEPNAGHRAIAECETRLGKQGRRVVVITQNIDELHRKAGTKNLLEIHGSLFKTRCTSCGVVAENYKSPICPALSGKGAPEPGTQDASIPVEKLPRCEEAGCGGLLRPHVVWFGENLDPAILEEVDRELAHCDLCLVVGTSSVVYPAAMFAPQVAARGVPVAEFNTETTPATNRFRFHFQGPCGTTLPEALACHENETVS
miR122 inh = inhibitors of miR-122 in Huh7 cells. activation (reporter increase), % at 12.5 µM. 340,000 tested, 0.3% active. Huh7 miR-122 Renilla luciferase sensor, 48 h; neutral wells = 0, positive control = 100. AID 602342;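 active means mean replicate activation score at least 90 and every replicate individually at or above 90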;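 further: higher luciferase means less miR-122 activity so hits act as miR-122 inhibitors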
esBAF inh = inhibitors of esBAF chromatin remodeling in mouse ES cells; Bmi1-luciferase knock-in reporter, 24 h; 100% = twice the neutral-well signal; reporter increase, % at 12.5 µM; 350,000 tested, 2% active; AID 602393; in the data active means activation above about 40%;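 further: 0% = median of the plate's neutral control wells and 100% = double that signal; a rise in the Bmi1 reporter signal indicates esBAF inhibition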
* hit, by the source's call; / = not tested or not shown; [ ] = dose if it differs, or a comment.

SMILES,Cneo AK release,ERp5 block,ARNT-TACC3 inh,Statin myotox sup,SIRT5 block,miR122 inh,esBAF inh
CCNc1cc(N2CCN(S(=O)(=O)c3ccc4c(c3)CCCC4)CC2)ccc1[N+](=O)[O-],-2,/,-3,/,/,0,-5
C[C@H](CO)N1C[C@H](C)[C@@H](CN(C)C(=O)c2ccccc2)Oc2cc(C3=CCCC3)ccc2S1(=O)=O,1,-2,-3,-54,0,5[16.7 µM],0
O=[N+]([O-])c1cc(Cl)ccc1-c1nc(-c2ccncc2)no1,/,0,-4,/,-5,/,/
CCOc1cnc(C(=O)NNC(=O)c2ccccc2Br)o1,0,2,1,4,-6,-4,-3
Cc1ccccc1-c1cnc(C(O)c2c(C)ccc3ccccc23)[nH]1 (configuration not stated),-19,0,/,23,-4,19,3
O=C1C2CC=CCC2C(=O)N1c1ccc(OCC(O)Cn2nnc3ccccc32)cc1 (configuration not stated),2,/,-2,-5,/,-2,-18
CCCOC(=S)N/C(=N\S(=O)(=O)c1ccccc1)c1ccccc1,0,/,/,-8,/,4,-1
COC(=O)c1cc2c(s1)-c1ccccc1CC2,1,/,-1,18,/,7,32
CC(C)(C)C(=O)NCCc1nc2ccccc2n1CC(=O)c1ccccc1,0,-1,-3,0,13,3,1
S=C(NCc1ccco1)N/N=C/c1ccccc1Cl,/,/,-3,3,/,-1,-4
Cc1ccc(O)c(NC(=O)c2ccc3c(c2)C(=O)N(Cc2cccnc2)C3=O)c1,8,2,8,-1,-4,/,13
O=C(O)c1ccc2c(=O)n3c(nc2c1)/C(=C/c1ccccc1Br)CC3,1,0,-2,-23,3,/,4
CCC(=O)Nc1ccc(N2CCN(C(=O)c3ccccc3C)CC2)cc1,-1,/,-3,10,/,-11,-2
COCCN(Cc1cc2cccc(C)c2[nH]c1=O)C(=O)c1ccccc1,1,/,25,3,/,-4,-5
CC1(C(=O)Nc2cccc3c2CCCC3)CCN1C(=O)c1cccc(F)c1 (configuration not stated),-1,-3,/,-5,2,0,8

Retrieved by structure from above, 4 records:
SMILES,Cneo AK release,ERp5 block,ARNT-TACC3 inh,Statin myotox sup,SIRT5 block,miR122 inh,esBAF inh
COCCN(Cc1cc2cccc(C)c2[nH]c1=O)C(=O)c1ccccc1,1,/,25,3,/,-4,-5
Cc1ccccc1-c1cnc(C(O)c2c(C)ccc3ccccc23)[nH]1 (configuration not stated),-19,0,/,23,-4,19,3
O=C(O)c1ccc2c(=O)n3c(nc2c1)/C(=C/c1ccccc1Br)CC3,1,0,-2,-23,3,/,4
S=C(NCc1ccco1)N/N=C/c1ccccc1Cl,/,/,-3,3,/,-1,-4

The main list resumes; the 3 compounds before the break are reprinted first.
SMILES,Cneo AK release,ERp5 block,ARNT-TACC3 inh,Statin myotox sup,SIRT5 block,miR122 inh,esBAF inh
CCC(=O)Nc1ccc(N2CCN(C(=O)c3ccccc3C)CC2)cc1,-1,/,-3,10,/,-11,-2
COCCN(Cc1cc2cccc(C)c2[nH]c1=O)C(=O)c1ccccc1,1,/,25,3,/,-4,-5
CC1(C(=O)Nc2cccc3c2CCCC3)CCN1C(=O)c1cccc(F)c1 (configuration not stated),-1,-3,/,-5,2,0,8
O=C(Nc1ccc(C(F)(F)F)cc1)C1(c2ccccc2)CC1,/,-4,14,3,1,-8,4
CCc1ccccc1NC(=O)N1C2CCCC1CC(NC(=O)C(C)(C)C)C2 (configuration not stated),-1,/,0,/,/,-4,-8
O=C(CCCn1nnc(-c2cccnc2)n1)c1ccc(F)cc1,0,-3,1,-9,-6,-4,0
O=C1N/C(=N\S(=O)(=O)Cc2ccccc2)S/C1=C/c1cccc([N+](=O)[O-])c1,1,-6,14,11,3,19,-1
CN(C)CCNC(=O)c1cc(Br)ccc1Cl,-1,2,6,10,-6,-1,1
O=C(OCc1ccccc1)N(CCF)c1cn(Cc2ccccc2)c(=O)n(Cc2ccccc2)c1=O,0,-1,-13,-5,/,-1,-8
COc1ccc(-c2cnn3cc(-c4cccc(Cl)c4)cnc23)cc1,1,2,8,4,0,-5,1
NC(=O)C1CCCN(C(=O)c2ccc(NC(=O)c3cccs3)cc2)C1 (configuration not stated),1,-5,-5,4,-1,-2,0
COc1ccc(CCNC(=O)Cc2ccsc2)cc1,-1,2,-3,5,-3,-3,9
O=C(CCc1nc(-c2ccccc2Cl)no1)NC1CCCCC1,4,1,-24,8,1,1,3
Cc1cc(C(=O)COC(=O)c2ccc3c(c2)OCO3)c(C)n1CC1CCCO1 (configuration not stated),/,-4,-3,/,-6,/,/
Cc1cc(C)n(-c2cc(-n3nc(C)cc3C)ncn2)n1,/,/,-2,-1,/,-2,1
Cc1cccc(C)c1OCc1cc(C(=O)N(C)Cc2cc(C3CC3)n[nH]2)no1,0,-1,-6,-6,3,/,17
COc1ccc(-c2cc(C3CCNCC3)[nH]n2)cc1,1,3,3,-5,-1,-7,-4
CCOC(=O)COc1cc(N)c(Cl)cc1Cl,/,9,-7,5,-3,-2,-2

Continued.
SMILES,Cneo AK release,ERp5 block,ARNT-TACC3 inh,Statin myotox sup,SIRT5 block,miR122 inh,esBAF inh
CC(C)(C)OC(=O)C[C@H]1C/C=C\C[C@@H](CC(=O)N[C@@H](CO)Cc2ccccc2)C(=O)NC[C@H](c2ccccc2)OC1=O,1,-5,15,6,1,-7,2
COc1cccc(C2N(c3ccccc3)CCN2c2ccccc2)c1OC,/,1,-2,/,5,/,/
CCc1nn(CC(=O)NCCN2CCN(C)CC2)c(=O)c2cc3occc3n12,/,/,-2,7,/,-3,-4
CC(=O)Nc1ccc(NC(=O)c2cc(C3CC3)nc3c2cnn3C(C)C)cc1,0,-8,1,-40,-3,4,-2
CCCCn1c(SCC(=O)Nc2cc(C(F)(F)F)cc(C(F)(F)F)c2)nnc1C(CC)N(C)C (configuration not stated),1,3,0,/,4,27,/
COCCn1c(SCc2ccc(C)cc2)nc2c1c(=O)[nH]c(=O)n2C,1,0,/,11,-7,-4,-5
COc1ccccc1OCC(O)CN1CCOCC1 (configuration not stated),2,-8,-2,37,-2,/,-4
Cc1cccc(NC(=O)CN(C)S(=O)(=O)c2ccc3c(c2)n(C)c(=O)c(=O)n3C)c1C,-5,5,-2,0,-2,2,-13
C[C@H]1CCCCO[C@H](CN(C)Cc2ccc3c(c2)OCO3)[C@@H](C)CN([C@@H](C)CO)C(=O)c2cc(NC(=O)Nc3ccccc3)ccc2O1,4,6,16,/,0,13[16.7 µM],-3
C[C@@H]1CCCCO[C@@H](CN(C)Cc2ccncc2)[C@H](C)CN([C@H](C)CO)C(=O)c2cc(NS(=O)(=O)c3cn(C)cn3)ccc2O1,0,-4,-8,/,-5,16[16.7 µM],-1
CCOc1ccc(-n2cc(-c3ccccc3)c3c(N4CCOCC4)ncnc32)cc1,-3,6,-22,2,0,-4,-6
COCC#Cc1cnc2c(c1)C(=O)N([C@@H](C)CO)C[C@@H](C)[C@@H](CN(C)C(=O)CN1CCOCC1)O2,-5,-2,-5,-3,1,-4[16.7 µM],2
CCCCOc1ccc(C2C(C(=O)c3cccs3)=C(O)C(=O)N2CCN2CCOCC2)cc1 (configuration not stated),-1,-2,-2,17,3,/,5
O=C(COc1ccc2cc(Br)ccc2c1Br)N1CCOCC1,1,-19,-1,-27,2,-2,30
COC(=O)c1c(NC(C)=O)sc(C(=O)N2CCOCC2)c1C,/,2,-21,-3,-2,-2,-8

Further structures follow.
Values run as follows: Cneo AK release, ERp5 block, ARNT-TACC3 inh, Statin myotox sup, SIRT5 block, miR122 inh, esBAF inh
O=C(NCc1ccccc1)c1ccc(=O)oc1
→ -6, 4, -6, /, 5, -3, /
CCOC(=O)c1c2c(c(=S)n(-c3ccccc3)c1N)CCC2
→ -2, /, 3, -10, /, 3, 9
Cc1cc(C)nc(SCC(=O)NN=C2CCCC2)n1
→ /, 9, 2, /, 2, /, /
COc1ccc(OCC(=O)NCc2nc(-c3ccccc3)no2)cc1
→ 0, 4, -6, 5, -27, 1, 0
COc1ccc(NC(=O)c2cc(-c3ccc(C)o3)nc3ccccc23)c(OC)c1
→ -2, 4, /, /, 0, -3, /
Cc1nn(-c2ccccc2)c(C)c1/C=C/C(=O)OCC(=O)NC1CCS(=O)(=O)C1 (configuration not stated)
→ 6, 1, 0, 0, 1, -7, 19
Cc1nc2nc(CSc3nc4ccccc4s3)cc(=O)n2[nH]1
→ -2, /, -5, 4, /, -3, 0
Cc1cc(C)nc(NC(=O)Nc2ccccc2C(F)(F)F)n1
→ /, 3, 1, -21, -1, 1, -7
CCc1c(O)nc(SCC(=O)Nc2ccccc2)n(-c2ccccc2C)c1=O
→ 0, 4, /, 7, 10, -3, -6
Cc1oc(-c2ccccc2Cl)nc1Cn1cccc1C1=NC(c2ccccc2)CO1 (configuration not stated)
→ 0, /, -4, 11, /, 4, -6
COc1ccc(S(=O)(=O)N2CCN(Cc3cc(OC)c(OC)c(OC)c3)CC2)cc1
→ 1, 2, 10, -15, -4, /, 0
COc1ccc(CCC(=O)Nc2ccc(-c3noc(-c4ccc(OC)c(OC)c4)n3)cc2)cc1
→ -2, /, 0, 23, /, 3, 43*
COc1cccc(COC(=O)C2CC(=O)N(Cc3ccco3)C2)c1OC (configuration not stated)
→ -2, -1, 6, /, -4, -5, /
O=NN(CC(=O)NNc1ccccc1)CC(=O)NNc1ccccc1
→ 2, 3, /, 10, /, 10, 4
COc1ccc(-c2noc(CNC(=O)CCN3C(=O)[C@H]4CC=CC[C@H]4C3=O)n2)cc1
→ 0, /, 28, 4, -5, -2, 0
C[C@@H]1CCc2cnnn2COC[C@@H](c2ccccc2)NC1=O
→ -1, -2, /, /, 1, /, /
CC(c1ccccc1)N(C)C(=O)CN1CCN(S(=O)(=O)c2ccc3c(c2)OCCCO3)CC1 (configuration not stated)
→ 0, 5, 2, -1, 1, /, 0

Rows are unselected; any-hit rate near 4%.
